Screening results (PubChem BioAssay)
CHRM5 agonist = CHRM5 agonism in calcium assay | actives 0.19% (n = 360,000) | activation, % at 3 µM | CHO-K1 hM5 cells, Fluo-8 calcium fluorescence; 0% DMSO wells, 100% maximal acetylcholine response | AID 624037;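 active = activation above the run's mean over test compounds plus 3 SD, cut at about 23% in these data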;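 note: signal is peak over basal fluorescence ratio across the kinetic read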
Target sequence (P08912 whole entry, looked up): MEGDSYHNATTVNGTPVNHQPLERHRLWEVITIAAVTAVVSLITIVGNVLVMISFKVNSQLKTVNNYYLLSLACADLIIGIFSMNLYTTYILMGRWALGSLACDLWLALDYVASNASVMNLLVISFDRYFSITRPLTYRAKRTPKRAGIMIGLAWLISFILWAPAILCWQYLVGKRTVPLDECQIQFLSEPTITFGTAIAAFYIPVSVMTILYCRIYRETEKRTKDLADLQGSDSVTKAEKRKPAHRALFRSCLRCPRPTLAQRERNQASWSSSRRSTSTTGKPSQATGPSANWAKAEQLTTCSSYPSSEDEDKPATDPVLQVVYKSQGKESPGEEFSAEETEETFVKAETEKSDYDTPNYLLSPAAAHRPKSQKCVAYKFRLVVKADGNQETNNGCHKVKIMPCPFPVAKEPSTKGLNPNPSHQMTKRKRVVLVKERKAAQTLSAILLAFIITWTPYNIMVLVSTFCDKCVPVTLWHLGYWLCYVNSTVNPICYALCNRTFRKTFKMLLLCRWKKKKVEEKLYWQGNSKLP
M1 ag = activates human CHRM1 receptor; P11229; CHO-K1 hM1, Fluo-8 calcium fluorescence, agonist mode; 0% DMSO, 100% acetylcholine EC100; activation, % at 3 µM; actives 0.33% (n = 360,000); AID 588814;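 active = activation above the run's mean compound activation plus 3 SD, cut at about 16% in these data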;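 note: peak over basal fluorescence ratio within a 140 s kinetic read after compound addition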
M1 antag = antagonists of human M1 muscarinic receptor. inhibition, % at 3 µM. actives 1.3% (n = 360,000). P11229. CHO-K1 hM1, Fluo-8 calcium fluorescence, ACh EC80 antagonist. AID 588852;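 active = percent inhibition above its own plate's cutoff, namely the mean of that plate's compound wells plus 3 SD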;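 note: peak over basal fluorescence ratio during 140 s after agonist addition; 0% = ACh EC80 plus DMSO and 100% = DMSO alone without agonist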
CHRM4 antagonist = blocks acetylcholine activation of human M4 receptor; CHO-hM4 cells, ACh EC80, Fluo-8 calcium fluorescence; inhibition, % at 3 µM; actives 0.73% (n = 360,000); AID 624125;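 active = inhibition above its plate's cutoff, the mean inhibition of sample wells plus 3 SD, cut at about 27% in these data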;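 note: 0% = acetylcholine EC80 with DMSO and 100% = DMSO without agonist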
M4 ag = agonists of human muscarinic M4 receptor (CHRM4); P08173; CHO-K1 hM4/Gqi5, Fluo-8 calcium fluorescence; vehicle 0%, full acetylcholine response 100%; activation, % at 3 µM; actives 0.14% (n = 360,000); AID 624127;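 active = activation above the run mean over all test wells plus 3 SD, cut at about 32% in these data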;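 note: peak over basal fluorescence ratio per well then scaled between controls; 0% = DMSO wells and 100% = acetylcholine at EC100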
TAAR1 ag = agonists of human TAAR1; AID 624467; activation, % at 3 µM; Q96RJ0; CHO RD-HGA16 TAAR1, Fluo-8 calcium fluorescence; vehicle wells 0%, saturating PEA agonist 100%; actives 0.99% (n = 360,000);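 active = activation above the mean activation of all test compounds in the run plus 3 SD, cut at about 38% in these data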
Target sequence (Q96RJ0 whole entry, looked up): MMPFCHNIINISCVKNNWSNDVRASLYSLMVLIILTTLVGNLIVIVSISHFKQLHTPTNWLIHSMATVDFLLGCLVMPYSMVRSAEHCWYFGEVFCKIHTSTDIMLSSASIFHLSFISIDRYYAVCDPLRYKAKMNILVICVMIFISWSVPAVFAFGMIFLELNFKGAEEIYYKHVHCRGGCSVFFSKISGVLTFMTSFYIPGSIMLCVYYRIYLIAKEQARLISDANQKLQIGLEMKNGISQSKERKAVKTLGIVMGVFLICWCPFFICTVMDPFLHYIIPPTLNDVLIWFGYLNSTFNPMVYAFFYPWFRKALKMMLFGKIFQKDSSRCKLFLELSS
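Test system: RD-HGA16 (CHO) cells co-expressing Gα16 and hTAAR1 | Doses: Single dose, 3 µM | Schedule: 17-24 h seeding, 75 min 37 °C dye, 30 min RT | Evaluation: % activation from peak over basal fluorescence ratio, DMSO-to-PEA scaled | Technique: Kinetic Fluo-8 calcium fluorescence | Benchmarks: Low control DMSO, high control PEA (EC100)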
M1 PAM = potentiates human M1 receptor response to acetylcholine | P11229 | CHO-K1 hM1, Fluo-8 calcium fluorescence, ACh EC20; 0% = ACh EC20, 100% = maximal ACh | activation, % at 3 µM | actives 0.088% (n = 360,000) | AID 588819; in the data active = activation above about 19%, passing the limit was not always enough
M5 PAM = CHRM5 positive allosteric modulation; P08912; CHO-K1 hM5, Fluo-8 calcium, ACh EC20 PAM; 0% = ACh EC20, 100% = ACh EC100; activation, % at 3 µM; actives 0.3% (n = 360,000); AID 624038;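 active = activation above the run cutoff, the mean activation of all test compounds plus 3 SD, cut at about 18% in these data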
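system = human M5 receptor in CHO-K1 cells | compound = one concentration, 3 µM final (nominal) | schedule = Post-acetylcholine fluorescence recording 140 s | signal = Fluo-8 calcium dye fluorescence, kinetic read | benchmarks = low control EC20 acetylcholine (0%), high control EC100 acetylcholine (100%) | repeats = singlicate, one well per test compound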
CHRM5 antagonist = blocks acetylcholine activation of human M5 receptor | inhibition, % at 3 µM | actives 0.59% (n = 360,000) | AID 624040 | CHO-hM5 cells, Fluo-8 calcium fluorescence, ACh EC80 | P08912;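 active = inhibition above a per-plate cutoff, the mean of that plate's test compounds plus 3 SD, cut at about 27% in these data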;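 note: 0% = acetylcholine EC80 with DMSO and 100% = DMSO without agonist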
Active calls of the source: *; · = no result given; & = joins results of further samples.

canonical_smiles	CHRM4 antagonist	M1 PAM	M4 ag	TAAR1 ag	CHRM5 agonist	M1 ag	CHRM5 antagonist	M5 PAM	M1 antag
O=[N+]([O-])c1ccc(N2CCN(c3ccc([N+](=O)[O-])cc3CO)CC2)c(CO)c1	13	-16	20	12	7	2	23	-18	13
CCc1cc(=O)oc2c(C)c(OCC(=O)N3CC[C@@]4(O)CCCC[C@H]4C3)ccc12	-7	-1	6	2	3	-5	9	-4	-5
Cc1ccc(C(=O)NCC(=O)OC2CCCCC2=O)cc1C (stereo unspecified)	-6	4	1	1	3	0	-10	15	-3
O=C(Cc1ccc2c(c1)OCCO2)N1CCN(S(=O)(=O)c2cccc(Cl)c2Cl)CC1	15	1	1	2	-3	-9	2	-1	2
CC(CN1CCCCC1)NC(=O)c1cc(-c2ccccn2)nc2ccc(Cl)cc12 (stereo unspecified)	-7	9	3	1	0	-4	0	9	-5
COc1ccc2[nH]cc(S(=O)(=O)c3ccc(C)cc3)c2c1	0	11	1	7	-2	-2	8	0	-13
COc1ccccc1N1CCN(C2CCCN(C(=O)C3=NN(C)C(=O)CC3)C2)CC1 (stereo unspecified)	-12	-6	1	3	-3	-4	10	-6	18
COc1cc(/C=N/Nc2nc(C)cc(=O)[nH]2)cc(OC)c1O	7	-2	0	3	-3	-2	16	-12	5
O=C(CNC(=O)Cc1ccccc1)NCC(=O)N1CCN(C(c2ccccc2)c2ccccc2)CC1	11	-11	0	1	-4	-8	1	-1	19
O=[N+]([O-])c1cc(-c2nnc(Nc3ccc(O)cc3)c3ccccc23)ccc1N1CCOCC1	-9	-4	5	21	5	2	3	-3	2
O=C1CN(C(=O)c2ccccc2[N+](=O)[O-])C(c2ccccc2)c2cc(Br)ccc2N1 (stereo unspecified)	7	-2	16	13	2	-6	18	-11	6
CCOC(=O)Nc1sc(C(=O)N(CC)CC)c(C)c1C(=O)OCC	2	6	0	1	3	-2	10	-5	-9
COCCNCC(=O)NC12CC3CC(CC(C3)C1)C2	-5	10	1	11	-5	-5	1	5	-9
COc1ccc([N+](=O)[O-])cc1N(CC(O)CN1CCCCC1)S(=O)(=O)c1ccc(C)cc1 (stereo unspecified)	-9	20	2	-1	-6	-14	-1	1	-10
Cc1nn(CC(=O)N/N=C/c2cccs2)c(C)c1[N+](=O)[O-]	-4	3	1	57*	-3	-2	6	2	-5
C[C@@H]1CN([C@@H](C)CO)C(=O)c2cc(N(C)C)ccc2O[C@@H]1CN(C)Cc1ccncc1	-1	4	-1	10	2	-6	7	-5	-8
CC(C)(C)NC(=O)/C=C/c1ccc(C(F)(F)F)cc1	2	5	1	9	-3	-8	0	-3	-4
CCOc1cc(C(=O)OCC(=O)N(C)c2ccccc2)cc(OCC)c1OCC	-11	5	4	0	-6	-9	15	-3	-5
CCOC(=O)c1c(N)sc(C(=O)N2CCCCC2)c1C	5	10	0	5	-1	-3	-1	1	-15
CCN=C1S/C(=C/c2ccc(-c3ccc(Cl)cc3C(=O)O)o2)C(=O)N1CC	6	9	1	2	1	-1	4	-1	0
CCN(c1ccccc1)S(=O)(=O)c1ccc(C(=O)Nc2nccs2)cc1	16	8	0	12	6	3	-5	2	14
c1ccc(Oc2nc(NCc3ccco3)nc(NCc3ccco3)n2)cc1	-4	3	-3	11	-3	-4	-4	2	5
Cc1ccc(OCC(=O)NNC(=O)C2CCN(c3nc(C)cc(C)n3)CC2)cc1	-7	10	0	2	0	-4	6	-5	-7
CC(C)COc1ccc(-c2nnc(-c3ccncc3)o2)cc1	6	4	2	2	1	-3	5	1	4
Cc1cc(C(=O)COC(=O)Cn2c(C(F)(F)F)nc3ccccc32)c(C)n1Cc1ccco1	3	2	1	10	-7	0	-1	-7	2
CCN(CC)C(=O)C12CC3CC(CC(Cl)(C3)C1)C2	-5	-2	0	0	-2	-5	4	1	9
O=C(CN1CCN(S(=O)(=O)c2ccc(Cl)s2)CC1)N1CCCCC1	-22	12	4	4	1	-3	0	0	-6
Cc1nn(C)cc1NC(=O)CCSc1nc(-c2ccco2)cc(C(F)(F)F)n1	-6	10	3	6	0	-4	-6	8	0
Cc1cc(C)c(N(C(=O)CN2C(=O)c3ccccc3S2(=O)=O)C(C(=O)NCC2CCCO2)c2ccc(F)cc2)c(C)c1 (stereo unspecified)	11	-11	19	14	6	-3	16	-13	20
O=C(NCc1ccccc1F)C1CCN(C(=O)Nc2ccc(F)cc2)CC1	4	2	1	0	-3	-4	20	-3	-2
Cc1cc(NS(=O)(=O)c2ccc(NC(=O)Cc3cccs3)cc2)no1	-1	10	-1	·	-1	1	-10	13	-3
COc1ccccc1N1CCN(C(=S)Nc2ccccc2)CC1	-5&-10	-6&7	2&4	-1&4	-5&3	-2&0	6&0	7&-2	4&-11
COCc1cc(=O)n2c([nH]c3ccccc32)c1C#N	1	9	2	4	2	1	5	-4	-11
O=C(CN1C(=O)NC2(CCCC2)C1=O)NCCc1ccccc1	3	6	1	2	0	-4	3	13	-5
CCOc1ccc(CCNC(=O)c2cc3sccc3n2C)cc1OCC	4	-9	1	0	2	-4	10	-5	8
COc1ccc(/C=N/NC(=O)c2nc(Cl)c(Cl)c(N)c2Cl)cc1COc1ccc(F)cc1F	-8	7	-1	5	-4	1	-2	-5	-24
CC(C)n1nnnc1C1c2ccccc2C(=O)N1Cc1cccnc1 (stereo unspecified)	-4	·	0	5	0	·	5	1	·
COC(=O)c1ccccc1NS(C)(=O)=O	-5	6	-1	5	-1	-5	5	12	0
COC(C[C@@H](O)C[C@@H](O)COCc1ccccc1)OC	-4	2	1	18	2	-4	-1	3	9
Cc1cccnc1NC(=S)NC(=O)c1oc2ccccc2c1C	-1	-4	1	-3	-2	-5	-11	3	11
Cc1ccc(C)c(NC(=O)CN(C)C(=O)C2CCN(S(=O)(=O)c3ccc4c(c3)OCCO4)CC2)c1	2	4	2	1	-5	-3	2	1	-10
O=C(N/N=C/c1ccccc1)c1cc[n+]([O-])cc1	2	-3	2	13	-3	-2	16	-2	-6
O=[N+]([O-])c1ccc(Cl)c(-c2ccc(/C=N/n3cnnc3)o2)c1	-10	12	0	0	-4	-3	8	1	-18
c1ccc(-c2csc(NNC3=NCCCCC3)n2)cc1	3	-7	2	8	-7	0	5	2	3
Cc1ccc([N+](=O)[O-])cc1S(=O)(=O)NCCc1c(C)[nH]c2c(C)cccc12	28*	11	4	3	2	-2	19	-6	1
COc1ccccc1C(=O)NCC(=O)N1CCN(S(=O)(=O)c2ccccc2C(F)(F)F)CC1	-4	8	1	3	2	-4	-1	5	-2
O=C(O)Cc1ccc(NC(=O)c2ccc3c(c2)C(=O)N(Cc2ccccc2)C3=O)cc1	1	3	0	3	0	-4	6	-1	-2
O=C(COC(=O)c1c(F)cccc1Cl)NC1CCCC1	0	10	0	4	-3	-6	-3	4	-9
Cc1cccc(N(C(=O)c2sc(C)nc2C)C(C(=O)NCC2CCCO2)c2ccccc2)c1 (stereo unspecified)	-2	1	2	5	-3	-7	9	3	3
CCOc1cc(N2CCOCC2)c(OCC)cc1NC(=O)c1c(C)noc1C	-17	-3	1	2	-1	-2	6	-2	2
Cc1ccc(/C=N/N=C/c2ccc(C)s2)s1	-1	0	0	-1	-2	-10	9	-2	-2
O=C1NN(c2ccccc2)C(=O)/C1=C\c1ccccc1OCC(=O)N1CCOCC1	10	6	0	10	-1	-3	6	-5	1
Cc1cccc(N(C(=O)c2csnn2)C(C(=O)NC(C)(C)C)c2cccnc2)c1 (stereo unspecified)	8	3	2	0	-1	-3	17	-8	-5
CC(C)/C(C=O)=C(/NC1CCCCC1)c1ccccc1	0	-1	0	10	-1	-4	2	-1	-3
COc1ccc(N2C(=O)CC(N3CCN(C4CCc5ccccc5C4)CC3)C2=O)cc1 (stereo unspecified)	3	2	0	9	-3	-5	-2	-2	-2
Cc1ccc(NC2=C(Cl)C(=O)N(C3CCCCC3)C2=O)cc1	2	5	0	8	1	-1	6	-3	-8
CCOC(=O)N1CCN(C(=O)CSc2nc3c([nH]c4ccccc43)c(=O)n2CCOC)CC1	10	-7	11	11	1	-3	15	-4	10
CC(=O)c1sc(NCCOc2ccc(C)cc2)nc1C	-3	-4	6	-1	-1	-7	-3	-6	6
COc1ccc(C(=O)N2[C@@H](C(C)C)COc3cc(Br)ccc3S2(=O)=O)cc1	3	0	0	0	-2	-6	-16	2	-7

Of the compounds above, these have an aryl thioether with sulfur outside any ring.
canonical_smiles	CHRM4 antagonist	M1 PAM	M4 ag	TAAR1 ag	CHRM5 agonist	M1 ag	CHRM5 antagonist	M5 PAM	M1 antag
Cc1nn(C)cc1NC(=O)CCSc1nc(-c2ccco2)cc(C(F)(F)F)n1	-6	10	3	6	0	-4	-6	8	0
CCOC(=O)N1CCN(C(=O)CSc2nc3c([nH]c4ccccc43)c(=O)n2CCOC)CC1	10	-7	11	11	1	-3	15	-4	10

Some of the compounds tested. The share of hits here may be higher or lower than overall.
